Keap1-Nrf2 PPI: disrupts human Keap1 binding to Nrf2 peptide | Keap1 Kelch-Nrf2 peptide fluorescence polarization, 1536-well | 0.15% of 340,000 active | inhibition, % at 9.4 µM; in the data active means inhibition above about 12%;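 further: human Keap1 Kelch domain with fluorescein labeled Nrf2 9mer peptide probe; 0% = neutral control wells and 100% = peptide positive control; higher means more block of Keap1 binding to Nrf2 peptide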
Target sequence (Q14145 whole entry, looked up, the tested form may be a part): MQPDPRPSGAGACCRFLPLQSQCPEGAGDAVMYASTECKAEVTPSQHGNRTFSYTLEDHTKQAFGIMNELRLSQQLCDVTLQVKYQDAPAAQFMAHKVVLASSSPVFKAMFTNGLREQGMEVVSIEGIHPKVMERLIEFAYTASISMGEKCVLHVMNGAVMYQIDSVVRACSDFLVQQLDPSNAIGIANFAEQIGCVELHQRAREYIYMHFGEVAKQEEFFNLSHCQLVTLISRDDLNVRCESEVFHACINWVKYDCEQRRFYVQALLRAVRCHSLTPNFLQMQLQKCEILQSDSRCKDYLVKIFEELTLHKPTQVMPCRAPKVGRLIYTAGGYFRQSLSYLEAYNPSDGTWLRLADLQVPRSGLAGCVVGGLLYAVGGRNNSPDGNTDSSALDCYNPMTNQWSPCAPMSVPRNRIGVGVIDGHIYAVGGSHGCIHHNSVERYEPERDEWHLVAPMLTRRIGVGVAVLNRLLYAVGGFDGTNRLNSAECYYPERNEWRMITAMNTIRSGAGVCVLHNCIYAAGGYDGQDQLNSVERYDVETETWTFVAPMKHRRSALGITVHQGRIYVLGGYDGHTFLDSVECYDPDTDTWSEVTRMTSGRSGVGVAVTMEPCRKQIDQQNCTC
V-ATPase pH: alters yeast V-ATPase proton transport | S. cerevisiae, pHLuorin cytosolic pH fluorescence | response, % at 10 µM | 0.37% of 350,000 active; in the data active means response mostly above about 7.3%, no sharp cut-off; inactive means mostly below about 5.4%; further: actives read high; inactives centre near 0; some compounds called inactive have numbers as strong as hits
CAL PDZ FP-1: blocks peptide binding to the human CAL PDZ domain. AID 602252. Q9HD26. inhibition, % at 24.9 µM. purified CAL PDZ, TMR-peptide fluorescence polarization, 1 h. 0.92% of 300,000 active;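 active means mean inhibition of at least 30% with at least half of replicates also reaching 30%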;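 further: 0% = DMSO neutral control and 100% = excess unlabeled competitor peptide PRC23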
DAGLB inhibitor: diacylglycerol lipase beta (human) inhibition; inhibition, % at 5.17 µM; AID 504411; Q8NCG7; 0.059% of 340,000 active; HEK293T DAGLB membrane lysate, EnzChek fluorogenic substrate; in the data active means inhibition above about 34%;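 further: 0% = enzyme with vehicle and 100% = wells lacking enzyme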
Arrestin-AP2 inh: blocks beta-arrestin peptide binding to AP2 adaptin; FITC-arrestin peptide / GST-AP2 beads, flow cytometry; AP2 beta2 appendage carries R879A mutation; inhibition, % at 10 µM; 0.31% of 340,000 active;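 active means inhibition above a set limit, near 3 SD of compounds lacking own fluorescence, cut at about 54% in these data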;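 further: plate controls were DMSO wells for no effect and 5 µM unlabelled arrestin peptide for full effect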
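Measured by: flow cytometry, FL1 (488/535 nm); Material: AP2 appendage R879A on GSH beads; Evaluation: percent response; Timing: pre-incubation 12 min, peptide binding 1 h, room temperature; Also added: 50 nM FITC-arrestin peptide; Medium: PBS with 0.05% Tween 20 and 0.1% BSA.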
Pemphigus Ab inh: blocks pemphigus antibody binding to human desmoglein-3 | P32926 | DSG3-coupled beads, scFv-anti-DSG3-GFP binding, flow cytometry; hits give low values | binding (percent of control), % at 10 µM | 0.48% of 310,000 active;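 active means binding more than 3 SD below its plate's average and above zero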;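 further: hits lower antibody fragment binding to DSG3; some compounds called inactive have numbers as strong as hits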
Cardiac RTF inh: cardiac RTF calcium desensitization | P19429+P45379 | IANBD-labeled cardiac RTF, Ca2+ fluorescence | inhibition, % at 7.15 µM | 0.12% of 340,000 active;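 active means inhibition above the mean inhibition of all tested compounds plus 3 SD, cut at about 17% in these data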;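 further: assay run at fixed EC70 calcium of 1.6 mM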
NSD2 inh: blocks human histone methyltransferase NSD2; AID 743445; O96028; inhibition, % at 12.5 µM; NSD2 peptide methylation, AlphaScreen, 120 min; 0.54% of 310,000 active; in the data active means inhibition above about 50%
LANA DNA inh: blocks KSHV LANA C-terminal domain binding to DNA; MBP-C-LANA/FAM-LBS DNA binding, fluorescence polarization; inhibition, % at 9 µM; 0.078% of 340,000 active; AID 504423;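 active means highest replicate inhibition at or above 60% at 9 µM, even if other replicates fall short; inactive means all replicates below 60% inhibition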;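 further: 0% = neutral control wells and 100% = 4 µM acridine orange control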
CAL PDZ FP-2: human CAL PDZ-peptide interaction inhibition | Q9HD26 | 0.02% of 330,000 active | AID 504414 | inhibition, % at 20 µM | purified CAL PDZ, TMR-peptide fluorescence polarization, 1 h;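 active means highest replicate inhibition of at least 40%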;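 further: plate controls were DMSO neutral control wells for no effect and unlabeled competitor peptide control wells for full effect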
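material = purified tagged CAL PDZ domain construct (CerCALP) | buffer or medium = sodium phosphate/NaCl buffer pH 7.4 with TCEP, IgG, Thesit | reagent = TMR-labelled reporter peptide T*-PRC34 bound in PDZ groove | incubation = 1 h room-temperature incubation prior to read | measured by = fluorescence polarization (mP) | evaluation = percent inhibition from loss of millipolarization | control set = unlabelled peptide and DMSO controls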
Active calls of the source: *; x = no result given. This is a subset; count on the stated rates, not on these rows.

Molecule	LANA DNA inh	CAL PDZ FP-2	Cardiac RTF inh	DAGLB inhibitor	Keap1-Nrf2 PPI	CAL PDZ FP-1	NSD2 inh	Arrestin-AP2 inh	V-ATPase pH	Pemphigus Ab inh
CCOC(=O)CNC(=O)c1ccc(OCC(F)(F)F)cc1	-0.3	-0.9	-1	-3	-3	6	47	4	-3	88
CCN(CC)S(=O)(=O)c1ccc(C(C)NC(=O)Cc2c[nH]c3ccccc23)cc1 (configuration not stated)	-0.7	-0.3	-18	-1	4	-1	-2	-26	0	108
CC(C)CCN(C(=O)Nc1ccccc1)C(C)c1cccs1 (configuration not stated)	0.6	-1.7	-6	-6	-6	x	1	0	1	100
O=C(Nc1nc2ccc3ccccc3c2s1)c1ccc(N2CCCCC2)c([N+](=O)[O-])c1	-0.2	-3.5	-7	1	-2	-4	-1	3	-2	94
CCN1CCN(C(=O)c2cc3cc4cc(OC)ccc4nc3s2)CC1	-1.5	-0.8	0	-1	4	0	8	-8	-2	109
O=C(NCc1ccco1)c1cnc2ccccn2c1=O	0.5	-1.3	-11	-1	-2	x	x	-7	2	100
CC1=CC(=O)CC2C1(C)CCC(C)C2(C)CCC(C)CC(=O)O (configuration not stated)	2.7	-0.4	-2	0	-6	0	x	19	2	101
COC(=O)c1cn(C(=O)c2ccc(OC)cc2)c2ccccc12	2.4	-0.7	-9	-4	0	10	-4	2	-1	111

Four entries picked at random from those above:
Molecule	LANA DNA inh	CAL PDZ FP-2	Cardiac RTF inh	DAGLB inhibitor	Keap1-Nrf2 PPI	CAL PDZ FP-1	NSD2 inh	Arrestin-AP2 inh	V-ATPase pH	Pemphigus Ab inh
CCN1CCN(C(=O)c2cc3cc4cc(OC)ccc4nc3s2)CC1	-1.5	-0.8	0	-1	4	0	8	-8	-2	109
O=C(Nc1nc2ccc3ccccc3c2s1)c1ccc(N2CCCCC2)c([N+](=O)[O-])c1	-0.2	-3.5	-7	1	-2	-4	-1	3	-2	94
CC1=CC(=O)CC2C1(C)CCC(C)C2(C)CCC(C)CC(=O)O (configuration not stated)	2.7	-0.4	-2	0	-6	0	x	19	2	101
CCOC(=O)CNC(=O)c1ccc(OCC(F)(F)F)cc1	-0.3	-0.9	-1	-3	-3	6	47	4	-3	88

Next results
Molecule	LANA DNA inh	CAL PDZ FP-2	Cardiac RTF inh	DAGLB inhibitor	Keap1-Nrf2 PPI	CAL PDZ FP-1	NSD2 inh	Arrestin-AP2 inh	V-ATPase pH	Pemphigus Ab inh
Cc1cnc(NC(=O)CSc2ncn(-c3ccccc3)n2)s1	-0.5	-0.6	1	0	-2	-1	9	5	-4	100
CCc1cc2c(=O)c(-c3nc4ccccc4n3C)coc2c(CN2CCCC(C)C2)c1O (configuration not stated)	0.8	-1.2	-14	-1	-5	28	3	25	-2	107
Cc1nc([N+](=O)[O-])c(Br)n1CC(=O)c1ccccc1	1.4	-1.3	-11	-1	-3	-2	3	2	2	x
Cc1ccc(-c2nc(-c3ccccn3)sc2CC(=O)O)cc1	0.9	-0.5	-1	-3	5	-6	-1	-8	7	92
O=C(Nc1ccccc1Cl)C1(c2ccccc2)CC1(Cl)Cl (configuration not stated)	-0.1	-0.7	-10	-7	-2	-3	1	6	5	x
N#CCc1ccnc2ccccc12	-0.1	-0.5	-4	1	-5	-3	-1	-2	-1	92
N#Cc1sc(NCc2cccc(Cl)c2)nc1Cl	-2.9	-0.9	-6	0	0	-7	-1	5	1	103
COc1ccccc1-n1c(SCC(=O)OC(C)C)nc2cccnc21	0.8	-2.7	-3	-1	6	1	-4	36	2	102

Some of the entries above in a different format:
Cc1nc([N+](=O)[O-])c(Br)n1CC(=O)c1ccccc1
  LANA DNA inh = 1.4
  CAL PDZ FP-2 = -1.3
  Cardiac RTF inh = -11
  DAGLB inhibitor = -1
  Keap1-Nrf2 PPI = -3
  CAL PDZ FP-1 = -2
  NSD2 inh = 3
  Arrestin-AP2 inh = 2
  V-ATPase pH = 2
  Pemphigus Ab inh = x
Cc1ccc(-c2nc(-c3ccccn3)sc2CC(=O)O)cc1
  LANA DNA inh = 0.9
  CAL PDZ FP-2 = -0.5
  Cardiac RTF inh = -1
  DAGLB inhibitor = -3
  Keap1-Nrf2 PPI = 5
  CAL PDZ FP-1 = -6
  NSD2 inh = -1
  Arrestin-AP2 inh = -8
  V-ATPase pH = 7
  Pemphigus Ab inh = 92
O=C(Nc1ccccc1Cl)C1(c2ccccc2)CC1(Cl)Cl (configuration not stated)
  LANA DNA inh = -0.1
  CAL PDZ FP-2 = -0.7
  Cardiac RTF inh = -10
  DAGLB inhibitor = -7
  Keap1-Nrf2 PPI = -2
  CAL PDZ FP-1 = -3
  NSD2 inh = 1
  Arrestin-AP2 inh = 6
  V-ATPase pH = 5
  Pemphigus Ab inh = x

The list goes on:
Molecule	LANA DNA inh	CAL PDZ FP-2	Cardiac RTF inh	DAGLB inhibitor	Keap1-Nrf2 PPI	CAL PDZ FP-1	NSD2 inh	Arrestin-AP2 inh	V-ATPase pH	Pemphigus Ab inh
O=C(NCc1c(Cl)cccc1Cl)c1ccc2nnsc2c1	4.9	1.1	-1	-5	-1	1	0	-9	-2	98
O=C(NN=C1CCCCCC1)c1c[nH]c2ccccc12	1.8	-0.6	-5	-6	7	-6	-1	8	-10	108
CCC(=Cc1ccc(CC)cn1)CC	-0.4	-0.8	-6	3	-2	-4	-4	-18	1	95
O=C(c1cc2n(n1)C(C(F)(F)F)CC(c1ccc(Cl)cc1)N2)N1CCCC1 (configuration not stated)	-0.2	0.0	8	-1	-2	1	-2	7	5	102
Cn1cc(CN(CCO)Cc2cccs2)c(-c2ccccc2F)n1	-0.2	-0.4	7	-2	-3	-3	8	25	-2	104
COC(=O)CCC(C)C1CCC2C3C(OC(C)=O)CC4CC(O)CCC4(C)C3CC(O)C12C (configuration not stated)	x	x	x	0	x	x	-1	x	-3	104
CCN(CC)Cc1ccccc1CNC(=O)c1cccc(S(=O)(=O)Nc2ccc3c(c2)OCO3)c1	-0.8	-0.7	-8	1	1	0	3	29	2	104
COc1ccccc1NC(=O)NCCN1CCCCC1	1.4	1.0	1	0	-2	1	0	34	2	105

The list goes on; it opens with the 2 that closed the last part.
Molecule	LANA DNA inh	CAL PDZ FP-2	Cardiac RTF inh	DAGLB inhibitor	Keap1-Nrf2 PPI	CAL PDZ FP-1	NSD2 inh	Arrestin-AP2 inh	V-ATPase pH	Pemphigus Ab inh
CCN(CC)Cc1ccccc1CNC(=O)c1cccc(S(=O)(=O)Nc2ccc3c(c2)OCO3)c1	-0.8	-0.7	-8	1	1	0	3	29	2	104
COc1ccccc1NC(=O)NCCN1CCCCC1	1.4	1.0	1	0	-2	1	0	34	2	105
CCCN1CN(Cc2ccccc2)CC2=C1CC(C)(C)CC2=O	x	-2.3	-7	0	0	-2	-1	19	2	102
COc1ccc([C@H]2C=C(C(=O)O)O[C@@H](OCc3ccc(CO)cc3)C2)cc1	-3.3	2.0	-7	4	0	-5	x	-2	0	99
Cc1cc(C)c(S(=O)(=O)c2ccccc2)c(OC(=O)c2c(F)cccc2Cl)n1	0.2	-0.4	1	-1	2	4	0	2	2	101
N#Cc1ccc(S(=O)(=O)N2CCN(CN3C(=O)CC4(CCCC4)C3=O)CC2)cc1	x	x	x	0	x	x	-5	x	-2	95
CCOC(=O)c1sc(Nc2nc3cc4c(cc3s2)OCO4)cc1C	1.4	1.5	1	0	2	-2	1	8	-1	96
Cc1noc(C)c1COc1ccc(C(=O)N2CCCC(C(F)(F)F)C2)cc1 (configuration not stated)	-0.3	0.1	4	3	0	x	-4	0	0	x
Cc1cccc(CN2CCN(CC(=O)O)C2=O)c1	-1.5	-2.3	-4	0	2	x	-2	1	6	103
Cc1cccc(N(C(=O)c2ccco2)C(C(=O)NC2CCCC2)c2cccnc2)c1C (configuration not stated)	-1.6	-0.9	-20	0	-1	2	-1	8	0	102
COc1ccc(C(=O)c2cc([N+](=O)[O-])ccc2N2CCCC2)cc1	1.0	-0.3	6	-1	4	-2	5	-30	1	101
O=C(O)C1=C(C(=O)N2CCN(C(=O)c3ccco3)CC2)CCCC1	-0.2	0.5	-4	-1	-5	x	1	5	1	103
CCN(CC)S(=O)(=O)c1ccc(C(=O)NC(=S)N2CCN(c3ccccc3O)CC2)cc1	x	x	x	-6	x	x	0	x	0	93
CCCCNC(=O)C(C#N)c1nc2ccccc2nc1N1CCN(c2ccccc2F)CC1 (configuration not stated)	3.5	-0.3	-3	4	-2	-5	11	7	3	99
O=C(OCC(=O)N1CCN(c2ccccc2)CC1)c1ccc[n+]([O-])c1	0.1	-2.3	-3	-1	-1	-3	-1	-2	0	102
CC1=C(C(=O)Nc2ccccc2)C(c2ccncc2)C(C#N)=C(SCC(=O)NC(C)C)N1 (configuration not stated)	1.7	-0.5	-8	-1	-4	1	-3	-11	1	103
Cc1cc(C)cc(NC(=O)Cn2c(=O)oc3cc(S(=O)(=O)N4CCC(C)CC4)ccc32)c1	-0.8	-1.0	-11	-3	-6	-4	x	8	3	100
COc1c[nH]n(C2CCCCC2)c(=O)c1=O	-0.3	-0.9	2	1	-4	x	4	-4	-3	98
CC(C)n1cc(CNC(=O)C2CCC(=O)N(Cc3ccccc3F)C2)cn1 (configuration not stated)	2.0	-0.3	-9	-1	2	x	1	-4	-1	98
CCn1nc(C(=O)OCC(=O)N(CC(C)C)c2c(N)n(Cc3ccccc3)c(=O)[nH]c2=O)c2ccccc2c1=O	-1.3	-2.1	9	-3	-2	-3	x	11	3	102
Fc1ccc(CNc2ncnc3cc(Cl)ccc23)cc1	-0.7	-1.9	-8	-1	-6	-8	1	-4	3	105
O=C1CN(C(=O)c2ccco2)C(c2ccccc2)c2cc(Cl)ccc2N1 (configuration not stated)	-0.2	-2.7	-11	2	1	-3	1	2	8	113
N/C(Cc1ccc(Cl)cc1)=N\OC(=O)c1ccc2ccccc2c1	0.2	-3.0	-5	-24	1	-1	-2	0	-2	100
CN(C(=O)COC(=O)c1cc(S(=O)(=O)N2CCOCC2)ccc1F)C1CCS(=O)(=O)C1 (configuration not stated)	-0.2	-3.4	-22	0	-3	-3	0	-9	3	101
Cc1ccc(/C=N/NC(=O)CSc2nc3ccccc3c(=O)n2-c2ccccc2)s1	0.1	-1.3	-3	1	-5	x	27	32	-4	99
